RXFP1 agonist – agonists of human relaxin receptor RXFP1; Potency, µM (series often up to 57.5 µM), for the others: at the top dose activation, usual class: activators; 0.3% of 370,000 active; HEK293T-RXFP1 cAMP TR-FRET, 30 min; response scale: percent of porcine relaxin response, buffer zero; note: % is set by controls: 0 for no effect and ±100 for the full control effect; nearly all actives have a fitted effect of over 60% in size; many of its hits are not listed in these tables
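Agonist response is measured as cAMP accumulation in an RXFP1-transfected HEK293T line under PDE4 inhibition. Values are scaled between buffer-only and 29 nM porcine relaxin, and EC50s come from standard Hill equation fits.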
TrxR1 substrate – is turned over as a substrate by rat TrxR1. O89049. purified TrxR1 substrate turnover, NADPH consumption readout. Potency, µM (highest dose often 114 µM), without a hit: top-dose activity change, negative = substrate turnover. 0.01% of 390,000 active; note: % is set by controls: 0 for no effect and ±100 for the full control effect; nearly all actives have a fitted effect of over 50% in size
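Rat TrxR1, dispensed at 90 nM, was prereduced with 400 uM NADPH (final) for 5 min at ~22 deg C, then incubated with compound 15 min before 400 uM selenite. A first-read NADPH fluorescence drop versus no-compound background flagged substrates.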
12-LOX inh – ALOX12 (human) lipoxygenase inhibition; P18054; purified 12hLO, xylenol orange hydroperoxide absorbance; Potency, µM (series often up to 108 µM), inactives show at the highest dose activity change, negative = inhibition, actives largely listed as inhibitors; 1.1% of 580,000 active; note: % is set by controls: 0 for no effect and ±100 for the full control effect
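Hydroperoxide product was detected by ferrous iron/xylenol orange as the 573 to 405 nm absorbance ratio. Arachidonic acid at 40 uM (final) was turned over for 30 min at room temperature by 150 nM human 12hLO, pH 7.0 Hepes buffer, after 15 min compound preincubation.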
IDH1 R132H inh – inhibitors of human mutant IDH1 R132H | Potency, µM (highest dose often 76.6 µM), for the others: at the highest dose activity change, negative = inhibition, usual class: inhibitors | IDH1-R132H enzyme, NADPH consumption, diaphorase/resazurin fluorescence | 0.093% of 390,000 active | O75874; note: % is set by controls: 0 for no effect and ±100 for the full control effect; nearly all actives have a fitted effect of over 65% in size
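IDH1-R132H (0.5 ug/mL) preincubated 30 min with compound, then NADPH (0.016 mM) and alpha-KG (2 mM) added; 80 min at RT, pH 7.5. Remaining NADPH coupled via diaphorase/resazurin to fluorescence (540/590 nm); concentration-response curves normalized to no-enzyme control.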
USP1 inh – inhibitors of human USP1/UAF1 deubiquitinase | O94782 | recombinant USP1/UAF1, Ub-Rhodamine cleavage fluorescence | Potency, µM (highest dose often 57.1 µM), for the others: at the highest dose activity change, negative = inhibition, most hits filed as inhibitors | 0.23% of 390,000 active | AID 743255; note: % is set by controls: 0 for no effect and ±100 for the full control effect; nearly all actives have a fitted effect of over 60% in size; inactives centre near -12
Target sequence (O94782 whole entry, looked up): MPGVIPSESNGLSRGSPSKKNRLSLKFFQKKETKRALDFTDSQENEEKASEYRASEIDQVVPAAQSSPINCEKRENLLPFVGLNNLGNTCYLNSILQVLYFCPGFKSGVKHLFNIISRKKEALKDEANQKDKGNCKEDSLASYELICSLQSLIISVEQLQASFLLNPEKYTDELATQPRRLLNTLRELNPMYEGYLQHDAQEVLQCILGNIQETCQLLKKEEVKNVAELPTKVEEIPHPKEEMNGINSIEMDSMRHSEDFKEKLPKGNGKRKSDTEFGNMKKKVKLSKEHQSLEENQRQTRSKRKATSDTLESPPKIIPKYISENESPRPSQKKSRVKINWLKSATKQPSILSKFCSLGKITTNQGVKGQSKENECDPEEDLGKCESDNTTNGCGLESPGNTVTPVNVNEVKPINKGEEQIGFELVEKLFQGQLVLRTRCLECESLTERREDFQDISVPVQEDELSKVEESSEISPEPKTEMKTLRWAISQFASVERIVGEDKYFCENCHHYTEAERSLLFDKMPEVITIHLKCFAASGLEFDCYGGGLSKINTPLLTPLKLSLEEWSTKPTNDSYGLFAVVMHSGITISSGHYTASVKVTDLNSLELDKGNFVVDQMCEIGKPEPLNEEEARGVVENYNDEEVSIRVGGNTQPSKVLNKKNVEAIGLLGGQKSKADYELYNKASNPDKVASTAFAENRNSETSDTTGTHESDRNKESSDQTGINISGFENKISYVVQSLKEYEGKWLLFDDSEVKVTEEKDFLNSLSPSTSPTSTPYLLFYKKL
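In this screen, compounds sit with the deubiquitinase complex (1nM) for 15 min at room temperature before Ub-Rho is added at 150nM final. Fluorescence rise is then followed for 6 reads every 60 seconds.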
Vif-APOBEC3G blk – Vif-A3G binding inhibition; Q9HC16; HeLa A3G-eYFP + Vif (tagged APOBEC3G with the HIV-1 protein that degrades it), YFP fluorescence, overnight; Potency, µM (top dose mostly 46.1 µM), for inactives: at the highest dose activity, negative = active, most hits filed as inhibitors; 0.076% of 410,000 active;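 note: % is set by controls: 0 for no effect and ±100 for the full control effect; nearly all actives have a fitted effect of over 60% in size; hits raise eYFP signal because A3G escapes Vif-driven loss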
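Read-out is eYFP fluorescence (Ex 488/Em 500-530) from Vif-expressing HeLa A3G-eYFP cells; more signal means A3G escaped Vif-mediated degradation. Cells plated overnight, compound pinned in, incubated overnight at 37 deg C.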
RGS4 inhibitor – inhibitors of human regulator of G protein signaling 4. 0.039% of 390,000 active. P49798. Potency, µM (highest dose often 114 µM), without a hit: top-dose activity change, negative = inhibition, usual class: inhibitors. Transcreener GDP fluorescence polarization, RGS4-accelerated GTP hydrolysis. AID 504845; note: % is set by controls: 0 for no effect and ±100 for the full control effect; nearly all actives have a fitted effect of over 75% in size; some results filed as inactive show a strong effect at the top dose
Target sequence (P49798 whole entry, looked up): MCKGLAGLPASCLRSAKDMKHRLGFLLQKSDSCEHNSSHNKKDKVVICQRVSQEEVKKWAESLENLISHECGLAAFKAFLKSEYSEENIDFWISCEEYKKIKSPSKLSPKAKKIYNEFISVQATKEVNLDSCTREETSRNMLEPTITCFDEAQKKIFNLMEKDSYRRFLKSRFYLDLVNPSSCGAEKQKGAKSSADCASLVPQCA
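MLSMR compounds (23 nl, pin-transferred) preincubated 10 min at room temperature with a 500nM (2x) first reagent, then RGS4 at 900nM (2x) plus Transcreener GDP mix added; fluorescence polarization (620/688 nm) read before and after 90 min at 30 °C.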
TrxR1 inh – rat TrxR1 inhibition; O89049; recombinant rTrxR1, NADPH fluorescence consumption, selenite substrate; Potency, µM (series often up to 114 µM), without a hit: at the top dose activity change, negative = inhibition, usual class: inhibitors; 1% of 390,000 active; note: % is set by controls: 0 for no effect and ±100 for the full control effect; nearly all actives have a fitted effect of over 65% in size
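Rat TrxR1 (90 nM in the dispensed reagent) was pre-reduced with 400 uM NADPH for 5 min at room temperature, then incubated with compound for 15 min. After 400 uM selenite was added, NADPH fluorescence (Ex 340/Em 450 nm) was followed for 8 min.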
Vif-APOBEC3F blk – blocks the Vif interaction with APOBEC3F; HeLa A3F-eYFP + Vif (tagged APOBEC3F with the HIV-1 protein that degrades it), YFP fluorescence increase; 0.2% of 390,000 active; Potency, µM (highest dose often 46.1 µM), inactives show at the top dose activity, negative = active; note: % of control where 0% means no effect; nearly all actives have a fitted effect of over 65% in size
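HeLa cells stably expressing A3F-eYFP plus Vif, plated and incubated overnight at 37 deg C, then exposed to compounds overnight at 37 deg C. Blocked degradation read as raised yellow fluorescence (Ex 488/Em 500-530).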
The depositor's hits bear a star; i = inactive; ? = inconclusive; · = not tested or not shown; [ ] = remark or other dose. Calls come from the whole dose curve; as a rule, active = well fitted curve in the direction sought with a large enough effect; inconclusive = small, poorly fitted or top-dose-only effect, or another doubt; inactive = no such curve, though single readings can be large; an effect the other way counts as inactive or inconclusive. Potency is the fitted concentration of half-maximal effect. These rows are one share of the data; count on the stated rates, not on these rows.

nr	smiles	RXFP1 agonist	TrxR1 substrate	12-LOX inh	IDH1 R132H inh	USP1 inh	Vif-APOBEC3G blk	RGS4 inhibitor	TrxR1 inh	Vif-APOBEC3F blk
1	NC(=O)c1ccccc1N/C=C/C(=O)c1ccc(Cl)cc1Cl	1.5%	-5%	-14%	-2%	-9%	-7%	19%	-11%	9%
2	O=c1cc(-c2ccc(O)cc2)oc2c(O)c(O)c(O)c(O)c12	5.3%	-15%	62%[activator]	?	10µM*	-2%	-4%	16µM*	9%
3	Cc1ccc(C2c3[nH]c4ccccc4c3C[C@H]3C(=O)N(c4ccccc4C(=O)NCCCN4CCOCC4)C(=O)N23)cc1 (some centres not stated)	0.8%	-10%	-26%	3%	-27%	-21%	-18%	-15%	-2%
4	Cc1ccccc1-n1nnnc1SCC(C)C	1.2%	-15%[11.4 µM]	-21%	12%	2%	-6%	-37%	31%[11.4 µM]	2%
5	O=C(CCCCC(=O)Nc1ccccc1Cl)Nc1ccccc1Cl	-1.6%	21%	0%	7%	-18%	-1%	-44%	44%[activator]	0%
6	CN1CCC(N(C)C(=O)c2cccc(S(=O)(=O)N3CCc4ccccc43)c2)CC1	·	3%	-1%	0%	-4%	-1%	6%	23%	-10%
7	O=S(=O)(Nc1cccc(-c2cn3c(n2)SCC3)c1)c1ccccc1F	-0.3%	-6%	?	?	-11%	0%	-26%	-3%	2%
8	Cc1nc2ccccn2c1CN(C)C(=O)C1CCC(=O)N(Cc2cccc(F)c2)C1 (configuration not stated)	6.1%	33%	10%	-5%	-21%	2%	13%	28%	6%
9	COc1ccc(NC(=O)CSc2nc3c(c(=O)[nH]2)CCC3)cc1	-4.0%	1%	-26%	·	-22%	·	17%	16%	·
10	O=C(N=C1SC2CS(=O)(=O)CC2N1c1ccccc1Cl)C1CCCO1 (configuration not stated)	0.4%	5%	2%	0%	-14%	-1%	-21%	22%	0%
11	Cc1ccc(C(=O)c2c3ccccc3[n+]([O-])n2CCC(=O)O)cc1	-0.3%	-13%	?	-1%	15%	2%	-2%	13%[57.1 µM]	-4%
12	O=C(C1CCN(c2nc(-c3ccccc3)nc3c2CCC3)CC1)N1CCC(O)CC1	-1.0%	-6%	0%	-2%	3%	-4%	-8%	-8%	-8%
13	Cc1ccc(C)c(N2CCN(c3ccc([N+](=O)[O-])cn3)CC2)c1	0.7%	2%	-2%	4%	-10%	-6%	0%	18%	-3%
14	O=C(CSc1ncc(-c2ccccc2)[nH]1)Nc1ccc(Cl)cc1	3.6%	0%	-28%	0%	-7%	-8%	-11%	8%	-4%
15	S=c1[nH]nc(-c2ccc(Cl)cc2)n1/N=C/c1ccco1	-1.8%	2%	?	0%	-14%	4%	-9%	2%	9%
16	CC1CCN(S(=O)(=O)c2cccc(C(=O)NCc3cccs3)c2)CC1	0.2%	-2%	362%[activator]	9%	-25%	0%	2%	7%	-3%
17	O=C(N/N=C1\CCc2ccccc21)c1ccccc1O	-0.9%	-10%	-12%	8%	-14%	-4%	-15%	-6%	1%
18	Cc1cccc(NC2CNC(=O)NC2=O)c1 (configuration not stated)	·	0%	-3%	-2%	-9%	-1%	8%	12%	-5%
19	COc1ccc(OC)c(NC(=O)C2CCCN(S(=O)(=O)c3cccc4cccnc34)C2)c1 (configuration not stated)	2.0%	3%[57.1 µM]	2%	-2%	-10%	-6%	-24%	0%[57.1 µM]	-3%
20	O=S(=O)(NC1CC1)c1ccc(S(=O)(=O)N2CCC3(CC2)OCCO3)cc1	1.8%	8%[57.1 µM]	-9%	3%	-22%	0%	-19%	14%[57.1 µM]	-31%
21	Cc1cccc(OCC(=O)Nc2ccc3c(c2)OCCO3)c1	-0.1%	-2%	0%[57.4 µM]	5%	-5%	0%	-30%	0%	·
22	COc1ccc(CC(=O)OCC(=O)NCC2CCCO2)cc1OC (configuration not stated)	2.0%	6%	-36%	-9%	-10%	0%	?	19%	-25%
23	Cc1cccc2c1-c1sc(C(=O)NCCCN3CCN(c4cccc(Cl)c4)CC3)cc1CO2	2.6%	122%[activator]	?	-5%	-4%	1%	20%	86%[activator]	5%
24	CC(C)(C)OC(=O)N1Cc2ccccc2C[C@H]1C(=O)N1CCC[C@H]1C(=O)O	-3.3%	-1%	-13%	-3%	-20%	3%	-3%	17%	14%
25	COc1ccccc1C/C(N)=N/OC(=O)COc1cccc(C)c1C	-0.1%	-10%	46%[activator]	3%	-16%	0%	-15%	8%	-12%
26	CCOC(=O)COc1cc(OCC(=O)OCC)c2c(=O)cc(-c3ccccc3)oc2c1	-5.2%	41%[activator][57.1 µM]	0%	3%	-14%	0%	-11%	13%[57.1 µM]	-1%
27	O=C(CN1c2ccccc2Sc2ccccc21)NNC(=S)Nc1ccc(Cl)cc1Cl	-1.0%	-13%	-2%	-10%	-14%	-9%	-9%	-18%	-25%
28	O=C(CSc1ccc2c(c1)OCCO2)Nc1cccc(S(=O)(=O)N2CCCCC2)c1	3.4%	-3%	1%	4%	-23%	0%	-4%	-1%	-3%
29	C[C@H]1CN(Cc2ccccc2)C(=O)[C@@H]1CC(=O)Nc1ccccc1	·	·	0%	-4%	-1%	2%	·	·	-1%
30	CCCCCC(C)n1[nH]c(=O)cc1N (configuration not stated)	-3.0%	-6%	27%	6%	-12%	-4%	-13%	?	-4%

Some values from above:
compound 1 in 12-LOX inh has -14%
compound 23 in IDH1 R132H inh has -5%
compound 19 in IDH1 R132H inh has -2%

Compounds 1 to 2 of the list above:
nr	smiles	RXFP1 agonist	TrxR1 substrate	12-LOX inh	IDH1 R132H inh	USP1 inh	Vif-APOBEC3G blk	RGS4 inhibitor	TrxR1 inh	Vif-APOBEC3F blk
1	NC(=O)c1ccccc1N/C=C/C(=O)c1ccc(Cl)cc1Cl	1.5%	-5%	-14%	-2%	-9%	-7%	19%	-11%	9%
2	O=c1cc(-c2ccc(O)cc2)oc2c(O)c(O)c(O)c(O)c12	5.3%	-15%	62%[activator]	?	10µM*	-2%	-4%	16µM*	9%

Later entries
nr	smiles	RXFP1 agonist	TrxR1 substrate	12-LOX inh	IDH1 R132H inh	USP1 inh	Vif-APOBEC3G blk	RGS4 inhibitor	TrxR1 inh	Vif-APOBEC3F blk
31	CCOC(=O)c1sc(=S)n(-c2ccccc2)c1C	1.0%	0%	49%[activator]	-7%	-20%	-7%	-3%	-3%	?
32	NC(=O)Cn1cc(/C=N\NS(=O)(=O)c2ccc(F)cc2)c2ccccc21	0.9%	-7%	-7%	16%	-7%	-8%	-8%	-15%	-10%
33	CN(C)CCn1c2c(c(SCC(=O)Nc3cccc(C(F)(F)F)c3)nc1=O)CCCC2	0.0%	-2%	-15%	2%	-3%	3%	12%	4%	-22%
34	O=C(c1c(Cl)nc2sccn12)N(C(=O)c1c(Cl)nc2sccn12)c1ccc(Cl)cn1	0.5%	4%	25%	-5%	-20%	0%	5%	1%	-13%
35	Cc1cccc(NC(=S)N(C)Cc2cn(C)c3ccccc23)c1	-0.6%	2%	-22%	4%	-19%	-2%	-24%	9%	-25%
36	O=C(NCC1CCCO1)c1cc(S(=O)(=O)N2CCCC2)c(Cl)cc1Cl (configuration not stated)	0.1%	-11%[57.1 µM]	-4%	7%	?	3%	-13%	21%[57.1 µM]	5%
37	Cc1ccc(C)c(NS(=O)(=O)c2cc(C(=O)Nc3ccccc3-c3ccccc3)ccc2Cl)c1	2.1%	9%	-24%	7%	?	2%	15%	25%	3%
38	COC(=O)c1ccc(OC(=O)c2cccnc2SC)cc1	3.1%	-3%[57.1 µM]	-4%	-8%	-9%	0%	-3%	2%[57.1 µM]	-9%
39	O=Cc1c(OCc2ccccc2)ccc2ccccc12	0.7%	5%[57.1 µM]	-9%	5%	-13%	-2%	?	9%[57.1 µM]	0%
40	O=c1oc(-c2ccccc2)c(-c2ccccc2)c2ccccc12	·	-5%[2.29 µM]	-6%	8%	-23%	-5%	11%	-4%[2.29 µM]	3%
41	O=C1C=CCC(/C=C/c2ccccc2)O1 (configuration not stated)	4.3%	1%	7%	-1%[38.3 µM]	-36%	-30%	?	-7%	1%
42	O=[N+]([O-])c1ccc(/C=C/C2=NN(c3ccccc3)C(c3ccco3)C2)cc1 (configuration not stated)	4.7%	-13%	?	5%	-16%	-14%	-34%	?	i
43	Cc1csc(NC(=O)CSc2nnc(-c3ccoc3C)n2Cc2ccco2)n1	1.2%	-2%	33%[activator]	1%	-3%	2%	2%	?	·
44	CC(C)(C)S(=O)(=O)c1cnc2c(-c3ccsc3)cnn2c1N	21%	33%	-1%	2%	-10%	-2%	-2%	24%[57.1 µM]	0%
45	CCOC(=O)c1[nH]c2ccc(F)cc2c1NC(=O)CCN1CCSCC1	1.9%	14%[57.1 µM]	0%	8%	-2%	0%	24%	18%[57.1 µM]	-7%
46	O=C1c2cccc3cc([N+](=O)[O-])cc(c23)C(=O)N1/N=C/c1ccc(O)cc1O	-4.8%	-6%	-20%	9%	-14%	-6%	-18%	-8%	?
47	COCC(=O)Nc1nc2n(n1)C(c1ccc(Cl)cc1)CC(c1ccc(OC)cc1)N2 (configuration not stated)	3.3%	27%[57.1 µM]	292%[activator]	2%	-11%	0%	-45%	18µM*	-2%
48	Cc1cc(C(=O)c2ccc3ccccc3c2)c(C)o1	·	9%	-16%	7%	-19%	-7%	-31%	?	?
49	CCN1C(=O)c2ccccc2S(=O)c2ccc(C(=O)NCc3ccc(Cl)cc3)cc21 (configuration not stated)	-3.6%	-2%	3%	-3%	-14%	0%	18%	17%	0%

From PubChem BioAssay
